# CHOP UPR activ: apoptotic UPR (CHOP) activation; CHO-CHOP luciferase reporter, luminescence; percent of tunicamycin response over DMSO baseline; activation, % at 10 µM; 330,000 compounds, 0.34% hits;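 active = at 10 µM dose, activation of 40% or more, normalized to positive control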;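 note: 100% = tunicamycin at 10 µg/mL and 0% = DMSO alone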
#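 Evaluation: % reporter activation, DMSO baseline versus tunicamycin full activation; System: CHO-CHOP luciferase reporter cell line; Input: 500 cells/well; Incubation: 6 h compound treatment, 37 °C; Measured by: Steady-Glo luciferase luminescence; Dosing: one dose, 10 µM in 0.5% DMSO; Buffer or medium: F12 medium, 10% FBS; Benchmarks: positive tunicamycin 10 µg/mL, negative DMSO alone.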
# Jurkat NFkB inh: lowers PMA/ionomycin-induced NF-kB signal in Jurkat cells. PMA/ionomycin-induced NF-kB luciferase reporter, luminescence. inhibition, % at 4 µM. 330,000 compounds, 0.53% hits; in the data active = inhibition above about 50%
# UPR XBP1 act: activators of adaptive arm of unfolded protein response (XBP1); AID 463104; 330,000 compounds, 0.33% hits; activation, % at 20 µM; CHO-XBP1 luciferase reporter, IRE1-XBP1 UPR activation, luminescence; percent of tunicamycin response, DMSO as zero;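 active = versus positive control, 20 µM dose yields 30% or more activation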;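 note: 100% = tunicamycin at 10 µg/mL and 0% = DMSO only wells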
#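 Signal: luciferase luminescence; Assay system: CHO-XBP1 luciferase reporter cells; Amount: one thousand reporter cells per well; Dosing: 20 µM single concentration, DMSO 1%; Benchmarks: high control tunicamycin 10 µg/mL final, low control DMSO vehicle only; Schedule: 6 h compound exposure at 37 °C, 5% CO2; Evaluation: percent activation relative to tunicamycin reference.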
# Mdm2-MdmX inh: disrupts the human Mdm2-MdmX interaction; O15151+Q00987; AID 485346; inhibition, % at 8 µM; SaOS-2 split-luciferase Mdm2/MdmX complementation, luminescence; 330,000 compounds, 3% hits;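 active = inhibition of at least 50% at 8 µM in the primary screen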
# Target sequence (O15151 whole entry, looked up): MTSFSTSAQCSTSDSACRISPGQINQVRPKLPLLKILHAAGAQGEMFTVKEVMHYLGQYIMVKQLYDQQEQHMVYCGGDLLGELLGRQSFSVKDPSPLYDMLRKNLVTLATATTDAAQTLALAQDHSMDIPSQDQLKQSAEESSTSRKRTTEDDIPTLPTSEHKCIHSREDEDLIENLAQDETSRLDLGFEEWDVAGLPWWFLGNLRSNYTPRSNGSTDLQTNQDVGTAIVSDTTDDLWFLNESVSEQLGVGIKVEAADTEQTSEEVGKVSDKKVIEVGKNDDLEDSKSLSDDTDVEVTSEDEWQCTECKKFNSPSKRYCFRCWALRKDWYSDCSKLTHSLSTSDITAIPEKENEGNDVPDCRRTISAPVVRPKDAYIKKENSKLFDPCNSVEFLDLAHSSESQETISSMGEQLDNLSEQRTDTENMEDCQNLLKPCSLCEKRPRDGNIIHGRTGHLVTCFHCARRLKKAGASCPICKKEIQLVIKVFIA
# Target sequence (Q00987 whole entry, looked up): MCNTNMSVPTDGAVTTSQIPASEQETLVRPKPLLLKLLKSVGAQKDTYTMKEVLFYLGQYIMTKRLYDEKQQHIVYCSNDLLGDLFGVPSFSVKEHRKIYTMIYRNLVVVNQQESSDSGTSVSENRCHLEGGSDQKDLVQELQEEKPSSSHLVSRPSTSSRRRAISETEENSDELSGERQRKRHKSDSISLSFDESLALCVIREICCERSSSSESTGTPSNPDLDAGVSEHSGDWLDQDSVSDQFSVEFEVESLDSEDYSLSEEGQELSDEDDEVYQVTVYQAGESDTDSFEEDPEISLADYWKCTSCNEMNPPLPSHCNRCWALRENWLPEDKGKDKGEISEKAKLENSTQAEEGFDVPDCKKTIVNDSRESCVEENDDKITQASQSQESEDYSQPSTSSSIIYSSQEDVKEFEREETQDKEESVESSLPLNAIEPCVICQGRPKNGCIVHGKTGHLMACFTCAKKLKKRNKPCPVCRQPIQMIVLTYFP
# tim23-1 inh: growth inhibitors of tim23-1 mutant yeast. S. cerevisiae tim23-1 growth, BacTiter-Glo luminescence, 24 h. inhibition, % at 20 µM. 330,000 compounds, 1.3% hits;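 active = growth inhibition of the mutant yeast at or above 50%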;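 note: temperature-sensitive mutant grown at 25 °C; plate controls were DMSO-treated mutant yeast for no effect and medium wells lacking yeast for full effect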
# TIM10 inh: TIM10 yeast growth inhibition; inhibition, % at 10 µM; 330,000 compounds, 1.4% hits; S. cerevisiae TIM10 strain growth, BacTiter-Glo luminescence, 24 h;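 active = inhibition of 40% or more at the single tested concentration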;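 note: wild-type TIM10 isogenic control strain grown at permissive 25 °C; 0% = DMSO yeast wells and 100% = minimal medium wells without yeast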
# 697 NFkB inh: lowers PMA/ionomycin-induced NF-kB signal in 697 B cells; 697 B-cell NF-kB luciferase reporter, 16 h; inhibition, % at 4 µM; 330,000 compounds, 0.33% hits; AID 435022; in the data active = inhibition above about 35%
# tim10-1 inh: tim10-1 yeast growth inhibition. S. cerevisiae tim10-1 ts strain growth, BacTiter-Glo, 24 h. inhibition, % at 20 µM. 330,000 compounds, 2.2% hits. AID 463190;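 active = inhibition of at least 40%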;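 note: mutant grown at 25 °C; 0% = DMSO wells with yeast and 100% = wells holding no yeast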
# * = called active by the depositor. Outcome played no part in choosing rows; any-hit rate near 6.6%.
SMILES,CHOP UPR activ,Jurkat NFkB inh,UPR XBP1 act,Mdm2-MdmX inh,tim23-1 inh,TIM10 inh,697 NFkB inh,tim10-1 inh
N#Cc1nccnc1N1CCN(C(=O)Nc2ccccc2)CC1,6.5,2.5,-1.7,4.8,3.0,-19.7,9.7,-12.4
Cc1ncc(CO)c2cc(C(N)=O)c(=Nc3ccccc3)oc12,-1.0,-12.4,5.0,-9.0,18.3,-12.0,-19.8,15.9
O=C(NC1CCCC1)C1CCCN1S(=O)(=O)c1cccc2cccnc12 (stereo not drawn),1.0,5.4,0.4,2.2,20.8,11.1,1.4,-1.0
O=[N+]([O-])c1ccccc1N/N=C/c1ccc2c(c1)OCO2,3.5,-129.3,-1.3,32.1,22.7,20.9,-156.0,14.4
COc1ccc(OC)c(NC(=O)CSc2nnc(CNC(=O)c3cc(OC)c(OC)c(OC)c3)o2)c1,-0.3,0.7,-8.6,20.7,1.8,0.1,-4.4,3.8
Cc1ccccc1Nc1nc(N)nc(COC(=O)[C@@H](NC(=O)c2c(F)cccc2F)C(C)C)n1,-0.5,-10.6,0.8,-15.3,5.4,3.8,-21.3,4.2
Cc1cc(C)cc(N(C(C)C(=O)N2CCOCC2)S(C)(=O)=O)c1 (stereo not drawn),-0.3,-12.6,-0.9,9.3,10.9,-7.0,1.5,6.6
O=C(O)/C(=C\c1ccccc1OC(F)F)c1ccc(-c2ccccc2)cc1,0.5,-7.9,-3.9,-10.6,18.4,21.1,5.5,16.4
Cc1ccc(NC(=S)NC(NC(=O)N(C)C)C(Cl)(Cl)Cl)cc1 (stereo not drawn),0.4,-3.8,0.0,9.5,12.3,7.8,9.4,13.0
O=S(=O)(Nc1nc(CN2CCOCC2)nc2sc3c(c12)CCCC3)c1cc(F)ccc1F,0.7,12.6,0.6,13.7,37.2,31.9,16.5,19.6
CCOC(=O)c1c(C)[nH]c(N=Nc2cccc(C)c2)c1C,3.3,-111.0,11.6,-149.8,24.0,33.2,-179.1,39.9
CCCCNC(=O)CCCCC(=O)N/N=C/c1cccc(Cl)c1,0.3,13.5,0.1,9.9,7.0,-2.5,12.7,13.4
CCOC(=O)Cc1csc(NC(=O)c2ccc3ncsc3c2)n1,4.5,-38.5,2.5,5.8,15.4,-0.4,-46.6,3.4
COc1ccc(C2SCC(=O)N2c2nc3ccccc3s2)cc1 (stereo not drawn),3.2,-8.1,-2.1,35.5,-20.0,16.7,-17.1,25.1
CCCNc1c(F)c(F)c2c(C)c3ccccc3nc2c1F,-1.0,4.4,-1.9,22.9,15.9,8.8,11.5,12.1
Cc1cs/c(=N\N=C2CCCCC2)n1Cc1ccco1,-1.7,9.5,-0.4,1.1,-3.5,-0.7,18.0,14.0
N/C(=N\OC(=O)c1ccccc1Cl)c1cccc([N+](=O)[O-])c1,3.6,-172.2,-4.7,-84.1,23.3,27.7,-234.5,50.1*
COc1ccc(CCNC(=O)c2ccc(Cl)c(S(=O)(=O)N3CCCC3)c2)cc1,0.1,4.2,-2.7,-15.1,29.6,1.3,-5.0,12.2
N#Cc1ccc(CSc2nnc(NC(=O)C3CC(=O)N(c4ccc5c(c4)OCCO5)C3)s2)cc1 (stereo not drawn),-6.8,-13.4,-1.1,7.1,2.4,17.1,-2.9,4.2
CC(C)CC(C(=O)O)N1C(=O)C2C3CC(C2C1=O)C1C(c2ccccc2)c2sc(=O)[nH]c2SC31 (stereo not drawn),0.4,10.1,0.6,21.6,7.0,3.1,15.0,9.4
COc1cccc(C(=O)N2CCN(CCCc3ccccc3)CC2)c1OC,1.2,16.6,-4.7,17.9,14.5,23.2,21.2,24.3
Cc1ccc(OCC(=O)Nc2ccc(N(C)C)cc2)cc1,-0.2,-1.8,0.2,4.9,4.8,-5.9,6.7,-9.3
Cc1cc(=O)[nH]c(-c2ccccc2OC(F)(F)F)n1,1.7,5.1,-1.4,18.1,9.5,10.4,10.3,-9.6
O=C(NNC(=O)c1csc(N2CCOCC2)n1)c1cccnc1,1.3,0.9,-0.7,-12.5,2.4,-9.5,18.1,-2.4
Oc1ccc(Cl)cc1CNCc1ccc(C(F)(F)F)cc1,-2.5,0.0,-0.6,-2.0,11.5,16.8,1.6,8.8
O=C(O)c1cc(-c2ccc3c(c2)OCCO3)n[nH]1,2.2,23.6,-1.3,-10.9,1.5,-4.7,15.3,-4.9
O=C(NCC(=O)N(c1cccc(F)c1)C(C(=O)NC1CCCC1)c1cccnc1)c1cccs1 (stereo not drawn),-0.1,13.1,-0.6,21.8,-2.1,3.2,15.9,3.1
Cc1cc(/C=C2/NC(=O)N(Cc3ccccc3F)C2=O)c(C)n1C,3.0,-12.5,-2.3,4.9,-8.8,11.3,13.7,19.5
CCOc1ccc(N(C(=O)c2ccc3c(c2)OCO3)C2C=CS(=O)(=O)C2)cc1 (stereo not drawn),2.1,-3.5,-2.3,2.9,-7.3,8.0,14.1,-4.1
CCn1c(=O)c(C(=O)Nc2ccc(C)cc2C)c(O)c2ccccc21,0.3,-5.2,-3.1,20.3,-5.0,-4.3,0.4,2.4

# 3 entries already listed, arranged by SMILES length, ascending.
SMILES,CHOP UPR activ,Jurkat NFkB inh,UPR XBP1 act,Mdm2-MdmX inh,tim23-1 inh,TIM10 inh,697 NFkB inh,tim10-1 inh
Cc1ccc(OCC(=O)Nc2ccc(N(C)C)cc2)cc1,-0.2,-1.8,0.2,4.9,4.8,-5.9,6.7,-9.3
O=C(NNC(=O)c1csc(N2CCOCC2)n1)c1cccnc1,1.3,0.9,-0.7,-12.5,2.4,-9.5,18.1,-2.4
O=C(NCC(=O)N(c1cccc(F)c1)C(C(=O)NC1CCCC1)c1cccnc1)c1cccs1 (stereo not drawn),-0.1,13.1,-0.6,21.8,-2.1,3.2,15.9,3.1

# Next section.
SMILES,CHOP UPR activ,Jurkat NFkB inh,UPR XBP1 act,Mdm2-MdmX inh,tim23-1 inh,TIM10 inh,697 NFkB inh,tim10-1 inh
NC(=O)CC[C@@H]1NC(=O)[C@H](Cc2ccc(O)cc2)NC(=O)c2cc([N+](=O)[O-])cc(F)c2OCC[C@@H](C(N)=O)NC1=O,1.0,-13.8,-0.5,-27.8,10.1,0.9,-25.8,11.7
CCC(=O)Nc1cc(SCCO)cc([N+](=O)[O-])c1,-0.7,1.9,-1.0,-16.6,-0.9,2.1,3.1,-12.0
CCc1cccc(NC(=O)C2CCCN(S(=O)(=O)c3ccc4[nH]c(=O)ccc4c3)C2)c1 (stereo not drawn),1.3,16.2,-5.3,16.9,-6.0,-4.9,-5.9,9.1
O=C1CC(c2ccc3c(c2)OCO3)CN1 (stereo not drawn),-1.5,24.1,5.4,-7.2,4.3,-3.0,38.3*,4.7
CCCCN(C)C(=O)C1CCN(Cc2cccc(OCc3ccccc3)c2)CC1,0.3,5.2,-1.1,12.4,3.6,15.5,-2.9,-9.8
CC(/C=N/NC(=S)Nc1cccc(S(=O)(=O)N(C)C)c1)c1ccccc1 (stereo not drawn),0.1,0.2,-1.9,13.6,8.6,12.5,-10.1,22.3
O=c1c(-c2n[nH]c(=S)n2-c2ccccc2)cccn1Cc1cccc(Cl)c1,0.9,0.8,-1.0,-26.8,7.4,-17.1,-11.6,19.0
FC(F)(F)c1nnc2c(Sc3ccccc3)nc3ccc(Cl)cc3n12,233.4*,84.7*,115.4*,97.2*,42.1,20.7,67.5*,29.4
CN(C(=O)Cn1nnc(-c2ccc(F)cc2)n1)C1CCS(=O)(=O)C1 (stereo not drawn),1.3,-0.4,0.2,20.1,-1.0,3.9,9.5,-11.4
O=C(COC(=O)/C=C/c1ccc(OC(F)F)cc1)Nc1cccc(S(=O)(=O)N2CCCC2)c1,0.7,3.6,-3.0,18.5,-2.3,1.4,25.6,3.4
CCn1nc(NC(=O)C2CCCO2)c2cc3cc(C)ccc3nc21 (stereo not drawn),0.1,-24.3,2.2,-15.7,-0.3,-4.8,-19.0,8.0
Cc1ccc(OCc2nc(-c3ccccn3)no2)c(Br)c1,-2.7,-89.2,-2.4,11.9,-0.5,-0.2,-201.7,-10.9
Cc1nn(-c2ccc(Cl)cc2)c2[nH]c(=O)c(CNCc3ccc4c(c3)OCO4)cc12,-0.3,0.6,-1.0,25.9,36.9,29.9,13.2,12.6
COC(=O)Cc1[nH]nc2c1C(c1c[nH]c3ccccc13)C(C#N)=C(N)O2 (stereo not drawn),0.1,-5.5,1.7,30.3,11.5,1.9,20.2,19.7
Cc1nc2nc3c(c(=O)n2[nH]1)CCC3,-3.9,-9.2,0.4,1.2,4.8,-13.8,14.0,-6.7
CCOc1ccc(N=C2SCC(=O)N2CC)cc1,0.4,-4.4,-3.0,8.3,-8.4,-5.3,5.4,-27.4
NC(=O)c1ccc(C23CC4CC(CC(C4)C2)C3)o1,2.9,-4.5,1.9,20.6,19.9,5.8,-18.4,-1.8
Cc1c(N(C)C(=O)C23CC4CC(CC(C4)C2)C3)c(=O)n(-c2ccccc2)n1C,-0.6,10.8,-3.7,1.3,16.4,-4.2,-6.3,10.3
Cc1ccc2nc(N/N=C/c3ccccc3F)nc(-c3ccccc3)c2c1,3.8,-10.4,0.5,21.4,26.6,3.3,-12.6,0.2
COc1cccc(N(CC(=O)N2CCN(C)CC2)S(=O)(=O)c2ccc(C)cc2)c1,-0.5,-5.3,0.5,-1.5,1.3,19.1,-13.4,12.0

# Copied from the list.
# COc1cccc(N(CC(=O)N2CCN(C)CC2)S(=O)(=O)c2ccc(C)cc2)c1 in CHOP UPR activ has -0.5
# CCOc1ccc(N=C2SCC(=O)N2CC)cc1 in TIM10 inh has -5.3
# COC(=O)Cc1[nH]nc2c1C(c1c[nH]c3ccccc13)C(C#N)=C(N)O2 (stereo not drawn) in 697 NFkB inh has 20.2

# Other results:
SMILES,CHOP UPR activ,Jurkat NFkB inh,UPR XBP1 act,Mdm2-MdmX inh,tim23-1 inh,TIM10 inh,697 NFkB inh,tim10-1 inh
COc1ccc2c(c1OC)C(=O)OC2n1c(O)c(N=NC(C)=O)c2ccccc21 (stereo not drawn),-1.1,-5.3,-2.7,-11.1,10.5,11.3,6.1,1.0
COc1ccc(CCNC(=O)c2ccc(S(=O)(=O)N(C)c3ccccc3)cc2)cc1OC,1.3,-3.9,-1.9,18.9,14.1,14.9,9.1,-1.3
O=C(c1ccc(CS(=O)Cc2ccc(Cl)cc2)o1)N1CCN(c2cccc(Cl)c2)CC1 (stereo not drawn),2.7,21.1,-4.3,30.6,9.9,17.3,-11.5,40.1*
COc1ccc(N(CC(=O)NCc2ccccc2Cl)S(=O)(=O)c2c(C)n[nH]c2C)cc1,0.0,-3.2,-3.2,0.0,9.1,9.6,-0.3,16.4
O=C(NC(c1ccccc1)c1ccccc1)C1CCCN(S(=O)(=O)c2cnc[nH]2)C1 (stereo not drawn),1.0,7.8,-0.5,-11.7,5.1,1.6,8.2,8.1
CN1CCN(c2ccc(Cl)cc2NC(=O)C2COc3ccccc3O2)CC1 (stereo not drawn),4.0,-8.6,10.1,34.6,-113.0,-74.7,-4.2,-107.0
Cc1cc(NC(=O)c2cc(C)on2)no1,1.7,7.5,-1.8,-8.0,3.2,9.6,-9.6,16.9
Cc1nnsc1C(=O)NNS(=O)(=O)c1cc(C(F)(F)F)cc(C(F)(F)F)c1,-3.0,-9.8,0.8,31.3,-0.4,-11.1,-6.5,-4.1
CN(C)N1C(=O)CC(NNC(=O)c2ccncc2)C1=O (stereo not drawn),-1.9,-3.5,1.2,6.3,5.1,-27.4,-30.0,10.0
Cc1nc(-c2ccc(NS(=O)(=O)c3ccccc3)cc2)cs1,3.3,-7.9,2.6,-7.6,36.4,13.2,-7.3,1.9

# Mdm2-MdmX inh, entries above that show a hit
SMILES | Jurkat NFkB inh | UPR XBP1 act | Mdm2-MdmX inh | 697 NFkB inh
FC(F)(F)c1nnc2c(Sc3ccccc3)nc3ccc(Cl)cc3n12 | 84.7* | 115.4* | 97.2* | 67.5*

# High-throughput results from PubChem BioAssay.
